From PubChem BioAssay
PAFAH1B3 FP inh: PAFAH1B3 (human) inhibition. Q15102. recombinant PAFAH1B3, FP-rhodamine probe, fluorescence polarization. 0.28% of 340,000 active. inhibition, % at 3.39 µM;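 active means inhibition above the screen-wide average of all tested compounds plus 3 SD, cut at about 25% in these data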;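 further: 0% = enzyme with DMSO only and 100% = wells lacking PAFAH1B3 protein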
PAFAH1B2 inh: inhibitors of human PAFAH1B2; P68402; recombinant PAFAH1B2, FP-rhodamine activity probe, fluorescence polarization; inhibition, % at 3.39 µM; 1.2% of 340,000 active;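 active means inhibition above the mean of all tested compounds plus 3 SD, cut at about 24% in these data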;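 further: 0% = enzyme with DMSO and 100% = wells lacking PAFAH1B2; many of its hits are not listed in these tables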
PAFAH2 inh: inhibitors of human PAFAH2; inhibition, % at 3.39 µM; Q99487; 0.99% of 340,000 active; recombinant PAFAH2, FP-rhodamine activity probe, fluorescence polarization;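 active means inhibition above the mean over all tested compounds plus 3 SD, cut at about 30% in these data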;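 further: inhibitors block probe labeling of enzyme so polarization drops; 0% = enzyme with DMSO and 100% = wells lacking PAFAH2 protein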
Active calls of the source: *.

PAFAH1B3 FP inh	compound	PAFAH1B2 inh	PAFAH2 inh
2	C=CCN1C(=O)C(C)NC1=S (configuration not stated)	7	-1
2	CCOC(=O)c1cc2c(c(CCO)n1)[C@@H](CCO)N(S(=O)(=O)C(C)(C)C)C2	3	-8
17	CN(C)CCCNC(=O)c1ccc(/C=N/O)nc1	3	8
7	O=c1[nH]n(-c2ccccc2)c(=O)cc1Cl	4	-3
9	CCOc1ccc(S(=O)(=O)N2CCN(C(=O)Cc3n[nH]c(=O)c4ccccc34)CC2)cc1	4	1
4	CC1CCCCC12NC(=O)N(CC(=O)Nc1ccc(N3CCCCC3)cc1)C2=O (configuration not stated)	5	0
-10	CC(Sc1nnc(CN2CCCC2)n1Cc1ccccc1)C(=O)Nc1ccc(F)c(F)c1F (configuration not stated)	-4	-4
30*	O=C(CCl)N1c2ccccc2Oc2ccc3ccccc3c21	24	30*
12	COc1cc(OC)c(OC)cc1CN1CCSCC1	6	6
-8	CN(c1ccccc1)S(=O)(=O)c1cccc(C(=O)N2CCCCCC2)c1	7	1
12	Cc1ccc(S(=O)(=O)Nc2nnc(C(C)(C)C)s2)cc1	3	1
-1	COCCNc1nc(N)c([N+](=O)[O-])c(NCc2ccccc2)n1	7	4
7	COc1ccc(/C(C)=N\NC(=O)c2ccc(-c3ccccc3)cc2)c(F)c1	3	4
1	CC(=O)NC12CC3CC(C1)CC(C(=O)N1CCN(S(=O)(=O)c4cccc([N+](=O)[O-])c4)CC1)(C3)C2	3	2
2	S=c1nc[nH]c2c1ncn2-c1ccccc1	5	3
-7	Cc1cn(C2CCCCC2)c(=O)n(-c2ccccc2)c1=O	4	-5
1	CCOC(=O)NC1=NCC(C)(C)S1	-1	6
-2	O=C1OCC(CC2=C(O)C(=O)OC2)=C1O	4	2
4	COc1cc2c(c(OC)c1OC)-c1ccc(SC)c(=O)cc1C(N)CC2 (configuration not stated)	-5	-3
2	Cc1ccccc1C(=O)Nc1ccc2c(c1)OCCO2	1	-7
0	COc1ccc(CCNC(=O)COC(=O)CSc2ccc(C(N)=O)cc2[N+](=O)[O-])cc1OC	0	-4
4	Oc1cc2c(cc1C(c1ccc(Cl)c(Cl)c1)N1CCCC1)OCO2 (configuration not stated)	4	9
5	CC1(C)CC(=O)C(c2ccccc2)(c2ccccc2)C(=O)C1	-1	5
0	C=C(C)CN(CC)C(=O)CSc1ccc(S(=O)(=O)N2CCN(C)CC2)cn1	14	2
-1	O=C(CCN1C(=O)C2CC=CCC2C1=O)Nc1ccc(S(=O)(=O)N2CCCCC2)cc1 (configuration not stated)	13	6
-4	O=C(N/N=C/c1cc(Cl)cc([N+](=O)[O-])c1O)c1cccc(S(=O)(=O)N2CCOCC2)c1	4	-6
1	CCN(CC(=O)Nc1c(F)cccc1F)C(=O)Cc1sc(C)nc1-c1ccc(F)cc1	3	-2
11	CCS(=O)(=O)c1ccc(N=Nc2ccc(O)c3ncccc23)c(OC)c1	6	3
2	CSc1nc(SCC(=O)O)c2sc3nc(-c4ccccc4)c4c(c3c2n1)CCC4	-5	5
5	COC(=O)c1cccc(F)c1C(=O)c1cccc2ccccc12	7	4

By substructure: the entries above containing an NH in an aromatic ring
PAFAH1B3 FP inh	compound	PAFAH1B2 inh	PAFAH2 inh
7	O=c1[nH]n(-c2ccccc2)c(=O)cc1Cl	4	-3
9	CCOc1ccc(S(=O)(=O)N2CCN(C(=O)Cc3n[nH]c(=O)c4ccccc34)CC2)cc1	4	1
2	S=c1nc[nH]c2c1ncn2-c1ccccc1	5	3

Remaining list, next part:
PAFAH1B3 FP inh	compound	PAFAH1B2 inh	PAFAH2 inh
4	CC(C)(C)S(=O)(=O)N1Cc2cc(=O)n(Cc3ccccc3)c(CCO)c2[C@@H]1CCO	-6	9
4	C/C(=N\Nc1nccnc1Cl)c1ccc(Br)cc1	3	-8
2	CCN(CC)C1Oc2cc3c(cc2C(c2cc(OC)c(OC)c(OC)c2)C1C)OCO3 (configuration not stated)	2	5
-2	Oc1ccccc1C=NN=Cc1c(O)ccc2ccccc12	1	2
2	C#CCN1C=CC(=O)[C@@H](OC(=O)Nc2ccccc2Br)[C@H]1c1ccccc1Br	9	10
0	CN(C)S(=O)(=O)c1ccc(C(=O)N2CCN(S(=O)(=O)c3ccc4c(c3)OCCO4)CC2)cc1	-1	45*
0	Cc1cccc2c(=O)n3c(cc12)-c1[nH]c2ccccc2c1CC3	-1	-2
6	COc1ccc(C(=O)c2sc(Nc3ccccc3)nc2N)cc1	5	11
4	COc1cc(NC(=S)N2CCN(S(C)(=O)=O)CC2)cc(OC)c1	3	-2
44*	O=C1C=C(N(CCO)Cc2ccccc2)c2ccccc2C1=O	10	20
-1	COc1cccc(CNC(=O)C2CCC(=O)N(CC3CCCCC3)C2)c1OC (configuration not stated)	3	3
7	Cc1ccccc1Oc1ccc2c(c1)[C@@H]1C[C@H](N(C)C(=O)c3ccc(C#N)cc3)[C@H]([C@H](C)O)C(=O)N1CC2	-2	18
1	Cc1noc(C(=O)Nc2ccc(F)cc2F)c1Cl	6	-1
15	Cc1cccc(NC(=S)N2CCCCCC2)c1C	3	7
0	COc1ccc(CCC(=O)N2CCN(c3ccc(OC)cc3)CC2)cc1	-7	-4
0	COc1ccc(CN2CCN(C(=O)c3ccccc3C(=O)c3ccccc3)CC2)cc1OC	-1	2
4	Cc1ccc(C)c(N2CCN(CCCc3ccccc3)CC2)c1	5	0
0	CCN1C[C@@H]2[C@@H]3C(=O)N(Cc4ccccc4)C(=O)[C@@H]3[C@](CC)(C1=O)N2C(=O)c1ccccc1	4	1
11	CCCc1cc(C(=O)N2CCCC(CO)(CCCc3ccccc3)C2)n(C)n1 (configuration not stated)	1	0
2	COc1ccc(CN(C)CCCn2cnc3c(OCc4ccccc4)ncnc32)cc1OC	3	-2
1	CCOc1ccccc1NC(=O)NC1CCCCCCC1	-5	-3
-1	COc1ccc(C(=O)OCC(=O)Nc2ccc(OC)c(S(=O)(=O)N3CCCCC3)c2)cc1[N+](=O)[O-]	1	15
-1	CCN1CCCC1CNC(=O)c1cn(C)c2ccc(S(=O)(=O)N3CCCCCC3)cc2c1=O (configuration not stated)	4	4
-1	CC(NC(=O)COC(=O)c1cc2ccccc2cc1O)c1ccccc1 (configuration not stated)	-4	6
6	O=C(Nc1cccc2ccccc12)OCc1ccccc1	7	-5
-3	O=C(O)c1ccc(NCc2nc3cc4ccccc4cc3[nH]2)cc1	0	5
-3	Cc1ccc(NC(=O)N2CCCC2C(=O)NCCc2ccccc2)cc1 (configuration not stated)	2	-2
7	OC(CN1CCCCC1)c1ccc2c3c(cccc13)CC2 (configuration not stated)	-1	3
1	COc1ccccc1C(=O)NC(=O)COC(=O)c1ccc(Br)o1	6	0
1	CC(C)n1ncc2c(C(=O)NCCc3ccc(S(N)(=O)=O)cc3)cc(C3CC3)nc21	2	-5

Structures listed so far that bear a hit mark in PAFAH1B3 FP inh.
PAFAH1B3 FP inh	compound	PAFAH1B2 inh	PAFAH2 inh
30*	O=C(CCl)N1c2ccccc2Oc2ccc3ccccc3c21	24	30*
44*	O=C1C=C(N(CCO)Cc2ccccc2)c2ccccc2C1=O	10	20

Remaining list, next part:
PAFAH1B3 FP inh	compound	PAFAH1B2 inh	PAFAH2 inh
-5	Cc1cccc(NC(=O)c2cccc(S(=O)(=O)Nc3c(C)n(C)n(-c4ccccc4)c3=O)c2)c1	6	1
16	Cc1cc(C(=O)COc2nncc3ccccc23)c(C)n1C	3	-6
11	O=C(COc1ccc(Cl)cc1Br)N1CCN(S(=O)(=O)c2ccccc2)CC1	2	7
-5	COc1ccc(-c2cc(C(F)(F)F)n3ncc(C(=O)NCC4CCCO4)c3n2)cc1 (configuration not stated)	1	0
4	COc1ccc(C(=O)C=Cc2cccs2)c(O)c1	5	4
18	COc1ccc2c(c1)CCC1C2CCC2(C)C(O)C(=O)CC12 (configuration not stated)	1	6
14	Oc1ccc(C=NNC(=S)Nc2cccnc2)nc1	5	3
0	CCOC(=O)C(CC(=O)c1ccccc1)CC(=O)c1ccccc1	3	0
-2	O=c1cc(-c2ccco2)oc2ccc(Cl)cc12	2	2
8	N/C(=N\OS(=O)(=O)c1ccc(Cl)cc1)c1ccccn1	7	5

Whole records, quoted from the list.
COc1ccc(-c2cc(C(F)(F)F)n3ncc(C(=O)NCC4CCCO4)c3n2)cc1 (configuration not stated) is listed as PAFAH1B3 FP inh: -5; PAFAH1B2 inh: 1; PAFAH2 inh: 0
O=c1cc(-c2ccco2)oc2ccc(Cl)cc12 is listed as PAFAH1B3 FP inh: -2; PAFAH1B2 inh: 2; PAFAH2 inh: 2
Cc1cccc(NC(=O)c2cccc(S(=O)(=O)Nc3c(C)n(C)n(-c4ccccc4)c3=O)c2)c1 is listed as PAFAH1B3 FP inh: -5; PAFAH1B2 inh: 6; PAFAH2 inh: 1

Remaining list, next part.
PAFAH1B3 FP inh	compound	PAFAH1B2 inh	PAFAH2 inh
3	CN1CCC[C@@H]1CCO[C@](C)(c1ccccc1)c1ccc(Cl)cc1	-1	2
11	c1cnc2nc3c4ccccc4c4ccccc4c3nc2c1	5	20
9	COc1ccc2ccccc2c1CN1CCSCC1	10	10
10	CC(=O)OCC(=O)C1(O)CCC2C3CCC4=CC(=O)C=CC4(C)C3C(=O)CC21C (configuration not stated)	0	-3
0	CCCCOC(=O)NC1CCc2cc(OC)c(OC)c(OC)c2-c2ccc(SC)c(=O)cc21 (configuration not stated)	3	-1
4	CCCCNC(=O)CN1C(=O)c2cccc(N)c2C1=O	0	4
4	CCOc1ccc(N(C)S(=O)(=O)c2ccc(C)c(C(=O)NCCc3ccc(OC)cc3)c2)cc1	-1	-3
3	O=C(Cc1c(Cl)cccc1Cl)N/N=C/c1cccnc1	4	1
4	O=C(/C=C/c1cccs1)c1ccco1	-4	10
6	Cc1ccc(-c2cn3cccc(C)c3n2)cc1	0	2
10	CC(C)CC(=O)Nc1nc(-c2ccc(S(=O)(=O)N3CCOCC3)cc2)cs1	1	-2
8	O=[N+]([O-])c1ccc(S(=O)(=O)NN=Cc2ccc(Cl)c(Cl)c2)cc1	8	4
0	Cc1ccc(C(=O)NCC(=O)OCC(=O)NC(C)C2CC3CCC2C3)cc1 (configuration not stated)	6	15
4	Cc1nc2ccccc2nc1-c1ccc([N+](=O)[O-])cc1	1	3
-5	CCN(CC)c1ccc(/C=N/NC(=O)c2ccc3c(c2)OCCO3)cc1	9	8
-1	COc1ccc(/C=C2\SC(=S)N(CCCC(=O)N3CCN(C)CC3)C2=O)cc1OC	1	-11
7	N#Cc1ccccc1S(=O)(=O)N1CCN(CC(=O)Nc2ccnn2C2CCCC2)CC1	0	1
-2	c1ccc(CN2CCOCC2)nc1	-1	-1
-17	CN(Cc1ccccc1)C(=O)c1ccc(NC(=O)Cc2ccc(NC(=O)C3CCN(S(=O)(=O)c4cccc([N+](=O)[O-])c4)CC3)cc2)cc1	-7	-21
7	O=C(CSC(=S)N1CCSCC1)c1ccccc1	5	-1
-4	CCCCOc1ccc(NC(=O)CN2CCN(CC)CC2)cc1	1	-9
3	c1ccc(CN(CCN2CCOCC2)Cc2ccccc2)cc1	3	-3
14	O=C(NCC1CCCO1)c1cnn2c(C(F)F)cc(C3CC3)nc12 (configuration not stated)	-4	-3
2	CC(=O)NC12CC3CC(C1)CC(C(=O)N1CCN(S(=O)(=O)c4ccc([N+](=O)[O-])cc4)CC1)(C3)C2	0	1
-1	CN(C)/C=N/c1ncnc2c1cnn2-c1ccc(C(F)(F)F)cn1	3	5
1	Cc1ccc(NC(=O)COC(=O)c2ccc(S(=O)(=O)N3CCCC3)cc2)cc1	-4	8
4	O=C(CCSCCC(=O)NN=Cc1ccccc1)NN=Cc1ccccc1	2	7
11	CN(c1cccc(NC(=O)c2ccc(Cl)c(S(=O)(=O)N3CCOCC3)c2)c1)S(C)(=O)=O	-2	0
4	O=C(NN=C1CCCCCC1)c1ccc(Cl)s1	-3	8
3	NC(=S)NN=C1CCCCCCCCCC1	28*	7
9	COc1nnc(-c2ccc(C)c(S(=O)(=O)N(C)C)c2)c2ccccc12	-1	3
8	N#Cc1c2c(c(Nc3ccc(F)cc3)n3c1nc1ccccc13)CCCC2	2	10
12	CCC1(C2=CCCCC2)C(=O)NC(=S)N=C1N (configuration not stated)	4	-5
10	CCCn1c(=O)c(C(=O)Nc2ncccc2O)c(O)c2ccccc21	-4	5
0	Cc1noc(C)c1COc1ccccc1C(=O)N(C)Cc1ccc(F)cc1	1	6
3	Oc1ccc(-n2nnnc2SCc2c(F)cccc2Cl)cc1	6	-2
3	Cc1ccc(NC(=O)CSc2nc3ccc(Nc4nc(N5CCOCC5)nc(N5CCOCC5)n4)cc3s2)cc1	-3	-5
18	OC(CCN1CCC2CCC(C2)C1)c1ccc(Br)cc1 (configuration not stated)	-1	-5
1	CCCn1cnc2c(SCc3ccccc3)nc(N)nc21	-3	-3
5	COc1cccc(-c2nnn(CC(=O)N3CCC(C)CC3)n2)c1	-1	4
7	COc1cccc(CN2CCCC(C(=O)Nc3ccc(-c4cscn4)cc3)C2)c1 (configuration not stated)	1	-1
-2	O=C1C=CC(=Nc2ccc3c(c2)Cc2ccccc2-3)O1	9	-1
4	CCCCN1CC(COCc2ccccc2)Oc2cccc(NCc3ccc(OC)cc3)c2S1(=O)=O (configuration not stated)	1	1
3	O=C(Cn1cc(COc2c(F)c(F)c(Br)c(F)c2F)nn1)c1ccc(O)cc1	7	-3
5	O=C(NCCc1ccccc1)c1ccc(Cl)cc1[N+](=O)[O-]	5	4
10	CCCn1ncc(CN2CCC(n3nccc3NC(=O)c3ccccc3OC)CC2)c1C	0	1

Some of the compounds tested (hit frequency here may not be typical).
